High-throughput results: PubChem BioAssay, National Center for Advancing Translational Sciences (NCATS)
KCNH2 3.1 inh: KCNH2 3.1 (human) potassium channel inhibition | AID 720553 | U2OS KCNH2 3.1, thallium flux FluxOr; active compounds read low | activity change, % (tested at about 1.8 µM) | 0.95% of 340,000 active;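 active = maximum activity change below -70%; inconclusive = maximum activity change from -70% to -50%; inactive = maximum activity change above -50%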;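 note: thallium influx rate constant from kinetic fluorescence after stimulation buffer; % is set by controls: 0 for no effect and ±100 for the full control effect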
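Normalized rate constant (relative to positive and negative DMSO controls) derived from a 2 min kinetic fluorescence read after stimulation; U2OS cells expressing the 3.1 isoform via virus at 1.77 x 10^8 /mL.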
TRPV1 agonist: human TRPV1 agonism | Q8NER1 | TRPV1-expressing cells, Fluo-8 calcium influx, agonist mode | activation, % at 8.33 µM | 0.19% of 320,000 active; in the data active = activation above about 80%; inconclusive = between about 30% and that limit; note: 0% is about no effect
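TRPV1-expressing cells were cultured overnight at 35.5C and loaded with Fluo-8 calcium dye for 40 to 90 min at room temperature. After a 10 s baseline, compound was added and calcium influx was read kinetically for 3 min (ex 480/em 520 nm).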
KCNH2 WT inh: inhibitors of human wildtype KCNH2 potassium channel; Q12809; U2OS, BacMam KCNH2, thallium flux FluxOr; active compounds read low; activity change, % at 1.84 µM; 0.37% of 340,000 active; AID 720551;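 active = maximum activity change below -70%; inconclusive = maximum activity change between -70% and -50%; inactive = maximum activity change above -50%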; note: % is set by controls: 0 for no effect and ±100 for the full control effect
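U2OS cells transduced with wild-type KCNH2 virus are loaded with FluxOr dye for 45 min, and thallium flux is measured in kinetic reads before and after stimulation buffer. Rate constants are normalized to DMSO controls.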
MBNL1-CUG inh: inhibitors of human MBNL1 binding to CUG repeat RNA | Potency, µM (series often up to 57.5 µM), inactives show top-dose activity change, negative = inhibition, hits mostly inhibitors | 0.036% of 280,000 active | Q9NR56 | TR-FRET MBNL1-His/biotin-(CUG)12 binding, 665/545 ratio; active = well fitted inhibition curve with a large enough effect in the signal ratio, with a control signal flat, not every such curve was filed as active; inconclusive = small, poorly fitted or top-dose-only effect, or effect the other way, or a change in a side signal; inactive = no such curve, though single readings can be large or run the other way; the % refers to the signal ratio; note: potency is the fitted concentration of half-maximal effect; % is set by controls: 0 for no effect and ±100 for the full control effect
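MBNL1-His + Biotin-(CUG)12, cpd titration 92 nM–58 uM; Tb anti-His Ab 0.055 ng/ul, SA-XL665 5 nM (final); 60 min RT; ratiometric 665/545 nm, Ex 340 nm; normalized to buffer and full-complex controls.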
FBPA coupling cs: inhibits coupling enzyme system, counter-screen for aldolase hits; coupling enzyme system counterscreen, AmpLite Red fluorescence; activity change, negative = inhibition, % at 58.2 µM, hits read low; 0.67% of 290,000 active; AID 2472; in the data active = activity change below about -30%; note: % is set by controls: 0 for no effect and ±100 for the full control effect
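Final compound at 57.5 uM, incubated 10 min at RT with coupling enzyme reagent (glyceraldehyde-3-phosphate), then 20 min with substrate and AmpLite Red detection. Fluorescence read at 525/598 nm; tests interference with the coupling assay, not aldolase inhibition.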
CXXC DNA block: MLL CXXC-DNA interaction inhibition; MLL-CXXC / FITC-HOXA9 DNA fluorescence polarization; Potency, µM (highest dose often 115 µM), without a hit: top-dose activity change, negative = inhibition, actives largely listed as inhibitors; 0.037% of 290,000 active; Q03164; active = well fitted inhibition curve with a large enough effect in the polarisation, with a control signal flat, not every such curve was filed as active; inconclusive = small, poorly fitted or top-dose-only effect, or effect the other way, or a change in a side signal; inactive = no such curve, though single readings can be large or run the other way; the % refers to the polarisation; note: potency is the fitted concentration of half-maximal effect
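Steps: dispense CXXC domain solution (7 uM) → pin compounds or unlabeled HOX-A9 DNA control → 5 min ambient → add FLSN-HOX-A9 solution (50 nM) → spin → 30 min ambient → fluorescence polarization. Tris pH 7.5/NaCl/DTT/BSA buffer.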
Integrin act MD: integrin-mediated muscular dystrophy alleviation activation; Potency, µM (series often up to 38.3 µM), for inactives: top-dose activation, hits mostly activators; AID 624291; alpha7betagal myoblasts, beta-gal FDG fluorescence, 48 h; 0.064% of 350,000 active;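 note: potency is the fitted concentration of half-maximal effect; 100% = response of the positive control SU9516; nearly all actives have a fitted effect of over 60% in size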
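Alpha7betagal+/- myoblasts (passage 13) were plated 16-24 hr, then exposed to compounds (1:260 dilution of DMSO stock) for 48 hours at 37C. After MPER lysis, β-galactosidase reporter activity was read as FDG fluorescence (ex 480/em 540) after 30 minutes.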
A-T KAP1 phos: candidate therapy for ataxia-telangiectasia; […] A-T fibroblasts, KAP-1 phosphorylation AlphaLISA; neocarzinostatin DNA damage 30 min before lysis; Potency, µM (highest dose often 57.5 µM), inactives show top-dose activation, actives largely listed as activators; 0.19% of 320,000 active; AID 485349; note: potency is the fitted concentration of half-maximal effect; % of control where 0% means no effect; nearly all actives have a fitted effect of over 45% in size
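hTERT-immortalized A-T patient fibroblasts ([…]), 500 cells/well in OPTI-MEM, 1% FBS, got compounds for 60 min, then NCS for 30 min at 37C. Lysates were then assayed for phospho-KAP-1 by AlphaLISA (anti-pKAP1 donor, anti-KAP1 acceptor beads), 6 hr at 25C.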
S-ASM inh: blocks human secretory acid sphingomyelinase. P17405. 0.006% of 340,000 active. placental ASM, HMU-PC fluorogenic substrate, 60 min. Potency, µM (titrated, usually from 57.5 µM), for the others: top-dose activity change, negative = inhibition, usual class: inhibitors; note: potency is the fitted concentration of half-maximal effect
Target sequence (P17405 47-631 limits assumed): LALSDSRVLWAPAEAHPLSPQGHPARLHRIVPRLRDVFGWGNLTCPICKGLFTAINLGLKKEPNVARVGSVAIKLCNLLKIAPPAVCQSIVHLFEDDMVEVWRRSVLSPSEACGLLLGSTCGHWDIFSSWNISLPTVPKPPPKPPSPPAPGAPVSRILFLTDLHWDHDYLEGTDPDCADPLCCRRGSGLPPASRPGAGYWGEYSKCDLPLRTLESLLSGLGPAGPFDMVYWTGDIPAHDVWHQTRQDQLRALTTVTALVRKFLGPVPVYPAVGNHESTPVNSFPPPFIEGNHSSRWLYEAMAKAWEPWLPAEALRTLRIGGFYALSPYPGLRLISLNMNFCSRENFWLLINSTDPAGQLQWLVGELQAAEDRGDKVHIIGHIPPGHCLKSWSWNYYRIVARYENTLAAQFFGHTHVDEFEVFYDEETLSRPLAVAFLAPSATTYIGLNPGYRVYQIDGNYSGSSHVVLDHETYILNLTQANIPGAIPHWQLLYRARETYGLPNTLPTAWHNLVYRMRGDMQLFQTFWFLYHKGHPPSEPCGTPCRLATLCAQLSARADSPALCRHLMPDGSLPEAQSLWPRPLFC
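Fluorescence read-out (Ex 386 nm, Em 447 nm) after stopping the reaction at pH 10. Enzyme: ASM from human placenta; substrate HMU-PC0, 9 uM final; 60 min, 37 °C. Compound preincubation 10 min, ambient temperature.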
GALK inh: blocks human galactokinase activity; AID 1868; Purified GALK, Kinase-Glo residual ATP luminescence; 0.007% of 270,000 active; P51570; Potency, µM (highest dose often 57.5 µM), for the others: at the top dose activity change, negative = inhibition, hits mostly inhibitors; note: potency is the fitted concentration of half-maximal effect; % is set by controls: 0 for no effect and ±100 for the full control effect
Target sequence (P51570 whole entry, looked up): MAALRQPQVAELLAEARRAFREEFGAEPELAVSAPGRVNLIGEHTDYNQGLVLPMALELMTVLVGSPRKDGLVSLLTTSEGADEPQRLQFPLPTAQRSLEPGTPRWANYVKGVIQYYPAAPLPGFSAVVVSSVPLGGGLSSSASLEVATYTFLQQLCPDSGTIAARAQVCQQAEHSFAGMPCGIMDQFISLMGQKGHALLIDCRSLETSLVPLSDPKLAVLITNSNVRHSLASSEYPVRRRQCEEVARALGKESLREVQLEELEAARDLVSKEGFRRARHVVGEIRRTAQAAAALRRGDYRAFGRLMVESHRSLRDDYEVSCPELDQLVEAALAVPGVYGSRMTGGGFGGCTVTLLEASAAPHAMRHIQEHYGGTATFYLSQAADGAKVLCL
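ATP-depletion format; final 35 uM ATP, 100 uM D-galactose, 5 nM enzyme; pH 8.0 HEPES/Mg2+ buffer; 60 min RT; luminescence read 10 min after detection reagent.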
Numbers without * were called inactive; ? = inconclusive; · = no result given; [ ] = dose if it differs, or a comment. Unless noted, calls come from the whole dose curve; as a rule, active = well fitted curve in the direction sought with a large enough effect; inconclusive = small, poorly fitted or top-dose-only effect, or another doubt; inactive = no such curve, though single readings can be large; an effect the other way counts as inactive or inconclusive.

SMILES | KCNH2 3.1 inh | TRPV1 agonist | KCNH2 WT inh | MBNL1-CUG inh | FBPA coupling cs | CXXC DNA block | Integrin act MD | A-T KAP1 phos | S-ASM inh | GALK inh
Cn1c(CSc2nc3ccccc3s2)nnc1SCC(=O)NCCCN1CCOCC1 | -7 | -1 | -3 | 10% | 1 | -2% | -13% | · | 3% | 1%
O=C(NCc1cccs1)C12CC3CC(CC(C3)C1)C2 | 11 | 11 | -2 | 3% | 5 | 2% | -40% | 0% | -1% | 5%
CCc1nnc(NC(=O)c2ccc(S(=O)(=O)N3CCCCCC3)cc2)s1 | 1 | 4 | 2 | -1% | 5 | 18% | 25% | 6% | 1% | 5%
O=C(NC1CCCCC1)C(c1ccco1)N(C(=O)c1csnn1)c1ccc(Cl)cc1 (configuration not stated) | -9 | 10 | 27 | 1% | 1 | 7% | 5% | -7% | ? | -4%
Cc1c(NC(=O)C23CC4CC(CC(C4)C2)C3)c(=O)n(-c2ccccc2)n1C | -7 | 3 | -11 | 4% | 3 | 0% | -7% | -8% | 6% | 0%
Cc1c(C(=O)N2CCCCCC2)oc2ccccc12 | 17 | 13 | 39 | -1% | 3 | -4% | -2%[7.66 µM] | -1% | -2% | 0%
COc1ccccc1C(=O)n1nc(-c2ccccc2)nc1NCc1ccco1 | -13 | 8 | -11 | 3% | 0 | 7% | 1% | 1% | -3% | -3%
CC(=O)Nc1ccc(S(=O)(=O)N(C)CC(=O)OCC(=O)Nc2cc(C)on2)cc1 | 1 | 0 | -1 | · | · | · | ? | 7% | 2% | ·
CC(C)(C)NCC(O)COc1ccccc1C(=O)CCc1ccccc1 (configuration not stated) | -13 | 3 | 10 | 0% | 1 | 13% | -66%[inhibitor] | -4% | 0% | 0%
COC(=O)NNC(=O)Cc1cccc2ccccc12 | -1 | -1 | 1 | 11% | 3 | 4% | 18% | ? | 2% | 3%
O=C(c1ccc2ccccc2c1)N1CCc2ccccc21 | -6 | -2 | -12 | 8% | -3 | 19% | -7% | 30% | -6% | 1%
CCCCCOC(=O)C(C)c1c(C)[nH]c(=S)[nH]c1=O (configuration not stated) | -2 | ? | 0 | 5% | 0 | -2% | -8% | 2% | -1% | 0%
O=C(CCc1n[nH]c(=O)[nH]c1=O)N1CCCCC1 | 5 | -2 | -1 | -7% | 4 | -1% | 1% | 5% | -1% | 1%
COc1ccc(NC(=O)CN2CCN(CC(=O)Nc3ccc(F)cc3F)CC2)cc1 | -117* | -5 | -120* | 2% | 4 | 1% | -5% | 1% | -2% | 0%
Cc1cc2nc(-c3ccc(=O)[nH]c3)n(Cc3ccccc3)c2cc1C | 1 | 13 | -15 | -7% | -2 | 11% | 0% | -6% | 1% | 1%
O=C(O)C1C2C=CC3(O2)C1C(=O)N1c2ccccc2COC13 (configuration not stated) | -3 | -2 | 4 | -1% | 3 | -3% | -3% | -2% | -1% | 0%
Cc1nn(-c2ccccc2)c(C)c1/C=N/NC(=O)c1cnccn1 | 2 | · | -6 | · | 0 | -4% | -12% | 10% | 0% | -4%
COCCNC(=O)c1onc(CSc2cccc(Cl)c2)c1C(=O)O | 14 | 6 | -25 | -7% | 12 | -17% | -18% | 4% | 5% | -8%
COc1ccc(Sc2nc(-c3ccccc3)ncc2C(=O)O)cc1 | 11 | -3 | 4 | 3% | 21 | 17% | 3% | -1% | 6% | -3%
CSCCC(NC(=O)c1ccc(Cl)cc1)C(=O)OCC(=O)Nc1cc(Cl)ccc1C#N (configuration not stated) | -5 | 2 | -2 | · | 0 | 2% | 11% | 0% | -4% | 0%

Sorted by the number under S-ASM inh (rising): 3 of the compounds above.
| structure | S-ASM inh |
| --- | --- |
| COc1ccc(NC(=O)CN2CCN(CC(=O)Nc3ccc(F)cc3F)CC2)cc1 | -2% |
| Cc1cc2nc(-c3ccc(=O)[nH]c3)n(Cc3ccccc3)c2cc1C | 1% |
| COCCNC(=O)c1onc(CSc2cccc(Cl)c2)c1C(=O)O | 5% |

(more compounds)
SMILES | KCNH2 3.1 inh | TRPV1 agonist | KCNH2 WT inh | MBNL1-CUG inh | FBPA coupling cs | CXXC DNA block | Integrin act MD | A-T KAP1 phos | S-ASM inh | GALK inh
Nc1nnc(CCOc2ccccc2Cl)s1 | -18 | -3 | 8 | -16% | 2 | 5% | 3% | -3% | -2% | 0%
CC(C)C(=O)NC(C)C(c1cccs1)N1CCN(c2ccccc2)CC1 (configuration not stated) | -4 | 2 | -9 | -6% | 0 | 0% | -11% | -2% | 1% | 0%
CCc1cc2c(-c3ccccc3)cc(=O)oc2cc1OCC(C)=O | -4 | ? | -2 | 6% | 1 | -19% | -26% | 17% | -1% | 3%
O=C(c1cccn(Cc2ccc(C(F)(F)F)cc2)c1=O)N1CCOCC1 | -27 | -1 | 5 | 2% | 7 | 15% | 10% | 1% | -1% | 1%
COc1ccc(-c2nn(-c3ccccc3)cc2C(N)=O)cc1OC | 8 | 4 | 1 | 79%[activator] | -1 | -10% | -21% | 5% | -1% | 4%
CNC(=O)CN(CCc1ccccc1)S(=O)(=O)c1ccc(OC)cc1 | -3 | -4 | 4 | -12% | 0 | 26% | 4% | -2% | 4% | 4%
Cc1ccccc1-c1nnn(CC(=O)NCc2ccc3c(c2)OCO3)n1 | 6 | -5 | 30 | -3% | 0 | -1% | 4% | 16% | 0% | 1%
COc1cc(OC)c(C(=O)O/N=C(\N)c2cccc(C)c2)cc1OC | 7 | 2 | 1 | -9% | 1 | 3% | -5% | 27% | 4% | 1%
COc1ccc(N2CCN(C(=O)COC(=O)COc3ccc(C#N)cc3)CC2)cc1 | -4 | -1 | -5 | · | · | · | 0% | -2% | · | ·
O=[N+]([O-])c1ccc2c(c1)nc1n2CCN(C2CCCCC2)C1 | -5 | 7 | 10 | ? | -1 | -29% | 1% | -1% | 2% | -2%
CCOc1cccc(C(=O)Nc2cccc(-c3nnc(-c4ccc(C)cc4)o3)c2)c1 | -12 | 0 | -3 | -4% | 1 | 5% | 4% | -2% | 2% | 3%
O=C(CSc1ncn[nH]1)NN(c1ccccc1)c1ccccc1 | · | -2 | -20 | · | 0 | -1% | -21% | 3% | -1% | 0%
COc1cccc(Nc2nc(C)cc(C)c2C(N)=O)c1 | -21 | -3 | 1 | -8% | 4 | 9% | -7% | 1% | 3% | 5%
O=c1cc(CN2CCN(c3ccccn3)CC2)nc2sccn12 | -15 | 1 | -5 | 5% | 1 | 4% | 12% | 4% | 0% | -1%
CCc1cc(=O)oc2cc(OCC=C(C)C)ccc12 | -21 | 23 | -12 | -9% | 1 | 5% | 17% | 0% | 7% | 0%
Cc1sc2nc(COC(=O)c3ccc(O)cc3)[nH]c(=O)c2c1C | 15 | 15 | -4 | · | 2 | 5% | 4% | -2% | -9% | 5%
CC(C)C(NC(=O)c1ccc(C(C)(C)C)cc1)C(=O)NCC(c1ccccc1)N(C)C (configuration not stated) | 4 | 6 | 0 | · | 6 | -1% | -36% | 9% | -2% | -1%
CC1CCc2nn(CC(=O)NCc3ccc(F)cc3)cc2C1 (configuration not stated) | 2 | 6 | -4 | 4% | 2 | 1% | 15% | 4% | 1% | -1%
COc1ccc(NC(=O)CS(=O)c2ccc(Cl)c(Cl)c2)cc1 (configuration not stated) | -13 | 22 | -15 | -10% | 5 | ? | ? | 6% | 2% | 5%
Cc1onc(-c2c(F)cccc2Cl)c1C(=O)NCCc1ccc(S(N)(=O)=O)cc1 | -9 | 3 | 26 | -1% | -1 | -6% | -7%[7.66 µM] | · | 3% | 4%
CCCN(C(=O)CSc1ncccn1)C1CCS(=O)(=O)C1 (configuration not stated) | 5 | · | -9 | · | · | · | 15% | -4% | 3% | ·
COc1ccc2oc(C)c(C(=O)c3ccc([N+](=O)[O-])cc3)c2c1 | 11 | -1 | 1 | ? | -22 | -6% | -5% | -2% | -8% | -1%

Some entries already given with just MBNL1-CUG inh, S-ASM inh and TRPV1 agonist.
| Compound | MBNL1-CUG inh | S-ASM inh | TRPV1 agonist |
| --- | --- | --- | --- |
| COc1ccc(NC(=O)CS(=O)c2ccc(Cl)c(Cl)c2)cc1 (configuration not stated) | -10% | 2% | 22 |
| Nc1nnc(CCOc2ccccc2Cl)s1 | -16% | -2% | -3 |
| COc1ccc(-c2nn(-c3ccccc3)cc2C(N)=O)cc1OC | 79%[activator] | -1% | 4 |
| Cc1ccccc1-c1nnn(CC(=O)NCc2ccc3c(c2)OCO3)n1 | -3% | 0% | -5 |
| CNC(=O)CN(CCc1ccccc1)S(=O)(=O)c1ccc(OC)cc1 | -12% | 4% | -4 |
| Cc1onc(-c2c(F)cccc2Cl)c1C(=O)NCCc1ccc(S(N)(=O)=O)cc1 | -1% | 3% | 3 |
